Compound activity (PubChem BioAssay)
RMI-FANCM inh = RMI-FANCM interaction inhibition; Fluorescence polarization, RMI core complex with F-MM2 peptide; stronger effect = lower value; FP signal (polarization) at 33 µM; hit rate 0.58% among 70,000; AID 1159607; in the data active = FP signal below about 40; note: inactives centre near 61; strong numbers were not always called active; unit not given here
* hit, by the source's call; & = joins results of further samples. Only part of the results is shown (hit frequency here may not be typical).

SMILES | RMI-FANCM inh
COc1ccc(-c2cc(=O)n(CC(=O)Nc3cccc(C(F)(F)F)c3)cn2)cc1 | 68
COc1ccc(Cl)cc1NC(=O)CN1CCCN(Cc2ccccc2)S1(=O)=O | 100
COc1cccc2sc(N(CCN(C)C)C(=O)c3ccc(S(=O)(=O)N4CCCC4)cc3)nc12 | 70
COc1ccc(CC(=O)Nc2ccc3c(c2)N(C(=O)c2cccs2)CC3)cc1OC | 69
C/C(=N/NC(=O)Cn1nnc2ccccc21)c1ccccc1 | 59
O=C(Nc1nnc(-c2ccncc2)o1)c1cccc(Oc2ccccc2)c1 | 71
O=C(Nc1cccs1)N1CCN(Cc2nc(-c3cccs3)cs2)CC1 | 49
C=CCn1c(-c2ccc(OC)c(OC)c2)cs/c1=N/NC(=O)Nc1ccccc1 | 58
CCc1nnc(NC(=O)c2ccc(-c3ccc(OC)cc3[N+](=O)[O-])o2)s1 | 78
N[C@@H]1[C@@H](O[C@@H]2O[C@H](C(=O)O)[C@@H](O)[C@H](O)[C@H]2O)[C@@H](O)[C@@H](CO)O[C@@H]1O | 64
CCOC(=O)Cc1csc(NC(=O)CCc2c(C)nn(-c3nc(C)cc(=O)[nH]3)c2C)n1 | 63
COC(=O)c1sccc1NC(=O)c1cc(S(=O)(=O)C(C)C)c(SC)s1 | 49
O=C(CCNS(=O)(=O)c1cccc2nonc12)NC1CCCc2ccccc21 (stereo not drawn) | 61
CSc1ccccc1C(=O)Nc1nc2ccc3nc(C)sc3c2s1 | 102
COc1ccc(/C=C2\SC(=S)N(CCCCCC(=O)N3CCCc4ccccc43)C2=O)cc1 | 64
Cc1nnc(NC(=O)CSc2nnc(-c3ccc4c(c3)OCCO4)o2)s1 | 71
CCC(=O)N1CCC2(CC1)OCCN2S(=O)(=O)c1ccc(C)cc1 | 52
OC(Cn1nnc2ccccc21)Cn1c2ccccc2c2ccccc21 (stereo not drawn) | 60
O=C(O)c1cc(I)ccn1 | 56
COc1ccc2cc(CCNC(=O)COc3ccccc3)c(=O)[nH]c2c1 | 62
Cc1cc(=O)c2nncn2[nH]1 | 63
O=C1c2ccccc2C(=O)C1c1ccccn1 | 77
O=C(c1cccs1)N1CCc2ccc(NS(=O)(=O)Cc3cccc(Cl)c3)cc21 | 68
OCCCCn1c(-c2ccccc2)nc2ccccc21 | 55
Cc1c(C)n2c3c(=O)n(CCN4CCCCC4)c(=O)n(C)c3nc2n1Cc1ccccc1 | 69
Nc1ccc(Cl)cc1-c1ncon1 | 56
COc1ccc(NC(=O)c2ccc(-c3ccc(-c4noc(C)n4)cc3C)cc2)cc1N1CCN(C)CC1 | 68
O=C(CSc1nc2c(-c3ccccc3)c[nH]c2c(=O)n1C1CC1)NCC1CCCO1 (stereo not drawn) | 65
c1csc(-c2ccn3cnnc3n2)c1 | 52
O=S(=O)(NCC(c1ccc(F)cc1)N1CCOCC1)c1cccs1 (stereo not drawn) | 52
O=C(NCc1ccccc1Cl)Nc1c[nH]c2ccccc12 | 51
O=C(COc1ccc(F)cc1)NCC1CCN(C2CCCC2)CC1 | 72
O=C(Cn1nc2n(c(=O)c1=O)CCN2c1ccc(F)cc1)Nc1ccccc1C(F)(F)F | 55
Cc1cc(S(=O)(=O)N2CCCCCC2)c(Cl)cc1Cl | 67
Cc1nn(C2CCS(=O)(=O)C2)c2nc(-c3cccs3)cc(C(=O)N3CCCC3)c12 (stereo not drawn) | 68
O=C(NCc1ccc(F)cc1)C1CCN(c2ncnc3c2sc2ncccc23)CC1 | 61
NC(=O)Cc1nc(-c2ccc([N+](=O)[O-])cc2)cs1 | 57
CSc1cccc(NC(=O)C(=O)NCC(c2ccc3c(c2)CCCN3C)N2CCCC2)c1 (stereo not drawn) | 77
O=C(CCl)Nc1ccc(S(=O)(=O)Nc2ncccn2)cc1 | 59
CCc1ccc2nc(N(CCCN(C)C)C(=O)c3ccc(S(=O)(=O)N4CCCC4)cc3)sc2c1 | 94
Cn1c([N+](=O)[O-])cnc1COC(N)=O | 62&49
OCc1cc(C(O)CNCCCCCCOCCCCc2ccccc2)ccc1O (stereo not drawn) | 59&55&68
Cc1ccc(CSC2NCC(C)N2)cc1C (stereo not drawn) | 59
C[N+](C)(C)CC(=O)N/N=C\c1ccco1 | 58
CCN(C(=O)c1cnc(SCC(=O)OC)cc1C(F)(F)F)c1ccc(Cl)cc1Cl | 58&53

Filtered by structure: the compounds so far with a CF3 group
SMILES | RMI-FANCM inh
COc1ccc(-c2cc(=O)n(CC(=O)Nc3cccc(C(F)(F)F)c3)cn2)cc1 | 68
O=C(Cn1nc2n(c(=O)c1=O)CCN2c1ccc(F)cc1)Nc1ccccc1C(F)(F)F | 55
CCN(C(=O)c1cnc(SCC(=O)OC)cc1C(F)(F)F)c1ccc(Cl)cc1Cl | 58&53

(listing goes on)
SMILES | RMI-FANCM inh
COc1ccc(-c2cc(C(F)(F)F)n3nc(C(=O)Nc4ccc(Oc5ccc(C(C)=O)cc5)cc4)cc3n2)cc1 | 69
COc1ccc2oc(=O)c(S(=O)(=O)N3CCc4ccccc4C3)cc2c1 | 67
Cc1ccc(-n2c(C)cc(C(=O)CSc3nc4sc(C)c(C)c4c(=O)n3-c3ccccc3)c2C)cc1C | 77
O=[N+]([O-])c1ccccc1S(=O)(=O)NCCOc1ccc(-c2cccs2)nn1 | 56
CC(CCc1ccccc1)NC(=O)CSc1nc2c(sc(=S)n2-c2ccccc2)c(=O)[nH]1 (stereo not drawn) | 60
Cc1ccc(-c2nc(CCNC(=O)C(=O)Nc3ccccc3Cl)cs2)cc1 | 53
Cc1ccc(-c2csc3nc(SCC(=O)Nc4ccc(Cl)cc4)n(-c4ccccc4)c(=O)c23)o1 | 90
CC(C)CNC(=O)c1nnn(-c2ccccc2)c1CSc1ncccn1 | 66
O=C(Nc1nccs1)c1c[nH]c2ccccc2c1=O | 64
CN(C(=O)c1ccc2c(c1)OCO2)C1CCCCC1 | 61
CC(=O)Nc1ccc(S(=O)(=O)N(Cc2ccccc2)C(C)C)cc1 | 56
CCOC(=O)c1c(NC(=O)CSc2nc(-c3ccccc3)cs2)sc2c1CCC2 | 76
COc1cc(C(C)=O)cc(OC)c1O | 64
Cc1ccc(S(=O)(=O)N(C)c2ccc(C(=O)N3C(C)CCCC3C)cc2)cc1 (stereo not drawn) | 62
Cc1ccc(NC(=O)Cn2cnc3c(sc4cccc(F)c43)c2=O)cc1Cl | 159
CCC/C=C/C=C/[C@@H]1C[C@@H](O)[C@@H](O)C(=O)[C@H]1C=O | 57
COc1ccc(N2CCN(CC(O)COc3ccccc3[N+](=O)[O-])CC2)cc1 (stereo not drawn) | 73
O=C(c1ccco1)N1CCc2ccc(NS(=O)(=O)Cc3ccc(F)cc3)cc21 | 68
O=C(Cc1cc(=O)[nH]c(SCc2ccccc2)n1)NC1CC1 | 58
COc1ccc(C)cc1S(=O)(=O)Nc1ccc2c(c1)OCC(C)(C)C(=O)N2 | 56
Cc1cc(C(=O)N(Cc2ccccn2)c2nc3c(C)c(Cl)ccc3s2)n(C)n1 | 62
Nc1ncnc2nc(N3CCCC3)ncc12 | 55
CC(C)C(=O)Nc1ccc(SCC(=O)Nc2ccc(F)c(Cl)c2)nn1 | 72
Cc1ccc(-c2cc(CNC(=O)c3ccc(F)cc3)no2)cc1 | 56
CCCN1CCCc2cc(CCNC(=O)C(=O)NCc3cccs3)ccc21 | 76
O=c1cc(-c2cccc([N+](=O)[O-])c2)nc2c(-c3ccccc3)c(C(F)(F)F)[nH]n12 | 52
Cc1c(CN2CCSCC2)c(=O)n(-c2ccccc2)n1C | 52
CC(C)(C)Cc1nnc(C2CCCN(C(=O)NCc3ccccc3)C2)o1 (stereo not drawn) | 62
Cc1cccc(-c2nc(C)c(CCNC(=O)C(=O)NC(C)c3ccccc3)s2)c1 (stereo not drawn) | 67
CC(C)(C)C1CCc2c(sc3nc(CCC(=O)NCc4ccccc4Cl)[nH]c(=O)c23)C1 (stereo not drawn) | 68
Cc1cc(-c2nnc(NC(=O)CN3C(=O)CCC3=O)o2)nn1C | 71
O=C(NCC(c1cccs1)N1CCc2ccccc2C1)c1ccc([N+](=O)[O-])cc1Cl (stereo not drawn) | 54
Cc1ccccc1-c1n[nH]c(=O)o1 | 62
c1ccc2oc(-c3csc(-c4ccc(-c5ccno5)s4)n3)cc2c1 | 65
CCCCCOc1ccc(NC(=O)C(C)(C)C)cc1 | 66
CCS(=O)(=O)N1CCCc2ccc(NS(=O)(=O)c3cc(Cl)ccc3C)cc21 | 72
O=[N+]([O-])c1cccc(C=NCCO)c1 | 60
Clc1ccc(/C=C/c2nc3ccccc3[nH]2)cc1 | 64
COc1ccccc1CNc1ncnc(N)c1[N+](=O)[O-] | 81
CCS(=O)(=O)N1CCc2ccc(NS(=O)(=O)c3ccc(C)s3)cc2C1 | 65
Cc1cccn2c(=O)nc(SC/C=C/c3ccccc3)nc12 | 53
Cn1c(=O)c(Cc2ccccc2)c(O)c2ccccc21 | 62
COc1ccccc1CNC(=O)c1sc(NC(=O)Nc2cccc(C)c2)nc1C | 54
COc1ccc(NC(=O)CN2CCC(C(=O)Nc3cccc(NC(C)=O)c3)CC2)c(OC)c1 | 64
COc1ccc(NC(C)=O)cc1NC(=O)CCCn1nc(-c2cccs2)ccc1=O | 67
CC(C)(C)C1CCC2(CC1)C(C#N)=C(SCC(=O)NC1CCCCC1)NC(=O)C2C#N (stereo not drawn) | 56
O=C(NCCn1nc(-c2cccnc2)ccc1=O)Nc1ccc(F)cc1F | 65
O=C(Nc1c(C(=O)Nc2ccc([N+](=O)[O-])cc2)oc2ccccc12)c1ccc(C(F)(F)F)cc1 | 58
CCOC(=O)CSc1nnc(CCn2ccc(=O)[nH]c2=O)o1 | 63
CN1C(=O)c2ccc(NC(=O)C3CCCN3S(=O)(=O)c3cccs3)cc2C1=O (stereo not drawn) | 52
CCc1ccc(NC(=O)c2oc3ccccc3c2NC(=O)c2ccc(C)c(C)c2)cc1 | 73
CCOC(=O)N1CCN(C(=O)CSc2ncnc3c2nnn3-c2ccc(C)cc2)CC1 | 62
CCc1c2c(nc3sc(C(=O)NCc4ccc5c(c4)OCO5)c(N)c13)CC(C)(C)CC2=O | 42
Cn1ccnc1N1CCN(C(=O)CSCc2ccccc2)CC1 | 63
O=C(NNC(=O)c1cccn(Cc2ccc(F)cc2)c1=O)c1ccc(Br)o1 | 64
O=C(CN1C(=O)CSc2ccccc21)N/N=C/c1ccco1 | 49
O=C(Nc1nc2c(s1)COc1ccccc1-2)C1CCCN1S(=O)(=O)c1cccs1 (stereo not drawn) | 56
CN1CCc2cc(C(CNC(=O)NC(C)(C)C)N3CCCC3)ccc21 (stereo not drawn) | 62
O=C(C1CCCC1)N1CCc2ccc(NS(=O)(=O)c3cccs3)cc21 | 68
CCC(=O)N1CCCc2ccc(NS(=O)(=O)c3cccc(C)c3)cc21 | 68

Retrieved by compound from the entries so far, seven records:
SMILES | RMI-FANCM inh
CN1C(=O)c2ccc(NC(=O)C3CCCN3S(=O)(=O)c3cccs3)cc2C1=O (stereo not drawn) | 52
O=C(Nc1c(C(=O)Nc2ccc([N+](=O)[O-])cc2)oc2ccccc12)c1ccc(C(F)(F)F)cc1 | 58
CN1CCc2cc(C(CNC(=O)NC(C)(C)C)N3CCCC3)ccc21 (stereo not drawn) | 62
CCc1ccc(NC(=O)c2oc3ccccc3c2NC(=O)c2ccc(C)c(C)c2)cc1 | 73
CCOC(=O)N1CCN(C(=O)CSc2ncnc3c2nnn3-c2ccc(C)cc2)CC1 | 62
O=C(NCCn1nc(-c2cccnc2)ccc1=O)Nc1ccc(F)cc1F | 65
CCc1c2c(nc3sc(C(=O)NCc4ccc5c(c4)OCO5)c(N)c13)CC(C)(C)CC2=O | 42

More structures.
SMILES | RMI-FANCM inh
OC[C@H]1O[C@@H](n2cnc3c(NC4CCCC4)nc(Cl)nc32)[C@@H](O)C1O (stereo partly drawn) | 58
O=c1ccc(-c2cccs2)nn1CCCNS(=O)(=O)c1ccc2c(c1)OCCO2 | 73
CC1(C)Cc2cccc(OCC(=O)Nc3ccccc3C(F)(F)F)c2O1 | 57
O=C(Nc1nnc(-c2ccno2)o1)c1ccc(Cl)s1 | 54
CCCC(CCC)C(=O)Nc1cc(C)nn1-c1nc2c(cnn2-c2ccc(C)cc2)c(=O)[nH]1 | 67
O=C(COc1cccc(C(F)(F)F)c1)NCCCn1nc(-c2ccncc2)ccc1=O | 68
COc1cc(/C=C2\CCCCC2=O)cc(OC)c1OC | 53
O=C(c1ccc(F)cc1)N1CCCCC(Cl)C1=O (stereo not drawn) | 59
CCOC(=O)c1cccc(NC(=O)Cn2cnc3c(sc4nc(C)cc(C)c43)c2=O)c1 | 121
CCOc1ccccc1NC(=O)NCCn1ncccc1=O | 61
O/N=C\c1ccnc(SCc2ccc(Cl)cc2)n1 | 59
CC(C)(C)n1ncc2c(=O)n(CC(=O)NCc3ccco3)cnc21 | 60
COC(=O)c1ccc(COCOCc2ccc(C(=O)OC)o2)o1 | 59
Cc1[nH]c2ccccc2c1C(=O)C(=O)NCCSc1c(-c2ccccc2)[nH]c2ccccc12 | 61
O=C(NCCn1nc(-c2ccc(Cl)cc2)ccc1=O)c1ccccc1I | 57
CCOc1ccccc1N1CC(C(=O)N2CCOCC2)CC1=O (stereo not drawn) | 58
C=CCN(CC=C)CC(O)CN1c2ccccc2Sc2ccccc21 (stereo not drawn) | 68
COc1ccc(S(=O)(=O)N2CCN(CCNC(=O)Cc3ccc(Cl)cc3)CC2)cc1 | 57
Cc1ccc(C(=O)Oc2cc(N)n(S(=O)(=O)c3ccc(C)cc3)n2)cc1 | 59
Cc1ccc(-c2c(Br)sc(=Nc3ccccc3)n2-c2ccccc2)cc1 | 59
CCCN1CCCc2cc(CCNS(=O)(=O)c3cc(OC)ccc3OC)ccc21 | 67
O=C(CSc1nnc2ccccn12)c1ccc(Oc2ccccc2)cc1 | 60
O=C(O)c1c(Cl)c(Cl)c(C(=O)O)c(Cl)c1Cl | 60
CCc1cccc(CC)c1NC(=O)c1ccccc1Cl | 65
O=C(Nc1ccc(N2CCC(n3cccc3)CC2)cc1)c1ccccc1Cl | 48
COc1ccc(/C=C2\SC(=S)N(CC(=O)Nc3nc(C)cs3)C2=O)cc1OC | -16
CCn1c(=O)cc(N2CCN(c3ccccc3OC)CC2)[nH]c1=O | 56
